Mcl1 Noxa PPI = Mcl-1/Noxa interaction inhibition; Q07820; TR-FRET Mcl-1/Noxa peptide binding, 2 h; inhibition, % at 21.7 µM; hit rate 1.5% among 220,000; AID 1022;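 active = compounds that cut the protein-peptide binding signal by more than 50% relative to plate controls in a single-dose test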;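 also: His-tagged Mcl-1 with rhodamine Noxa BH3 peptide and terbium anti-His antibody; 0% = Mcl-1 plus Noxa peptide wells and 100% = peptide-only wells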
Rab2A wt mod = changes GTP binding to wildtype dog Rab2A, up or down | GST-Rab2 wt beads, Bodipy-GTP binding, flow cytometry | GTP binding activity, % at 10 µM | hit rate 0.19% among 190,000 | P61105;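 active = GTP binding activity at least 20 points away from 100%, either lowered or raised; inconclusive = signal likely due to the compound's own green fluorescence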;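 also: 0% = beads with excess unlabeled GTP and 100% = no-compound control corrected for plate trend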
Mcl-1 Bim block = disrupts Bim peptide binding to human Mcl-1. Bead-based flow cytometry, Bim peptide-Mcl-1 binding. inhibition, % at 10 µM. Q07820. hit rate 0.1% among 190,000; in the data active = inhibition above about 40%;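 also: 0% = no compound tracer wells and 100% = peptide blocker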
HRas wt GTP bind = changes GTP binding to wildtype human HRas; GTP binding activity, % at 10 µM; GST-Ras wt beads, Bodipy-FL-GTP binding, flow cytometry; actives lie on both sides; hit rate 0.14% among 190,000;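 active = GTP binding activity at least 20% away from the 100% baseline, either lowered as inhibitor or raised as activator; inconclusive = flagged as likely green fluorescent, judged across all proteins in the well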;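 also: 0% = unlabeled GTP competition control and 100% = no-compound control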
Target sequence (P01112 whole entry, looked up): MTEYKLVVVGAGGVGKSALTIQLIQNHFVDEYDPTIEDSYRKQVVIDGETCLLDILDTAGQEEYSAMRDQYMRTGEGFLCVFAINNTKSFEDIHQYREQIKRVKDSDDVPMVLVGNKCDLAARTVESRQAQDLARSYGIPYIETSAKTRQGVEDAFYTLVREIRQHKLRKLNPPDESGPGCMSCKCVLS
RGS8-Gao = human RGS8-Galphao interaction regulation; P09471; multiplexed bead flow cytometry, RGS8-Galphao binding; actives lie on both sides; response (percent of control binding), % at 10 µM; hit rate 0.34% among 220,000; in the data active = response below about 60% or above about 140%; inactive = in between;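 also: Galphao activated as the GDP aluminium fluoride complex binding bead-coupled RGS8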
Target sequence (P09471 whole entry, looked up): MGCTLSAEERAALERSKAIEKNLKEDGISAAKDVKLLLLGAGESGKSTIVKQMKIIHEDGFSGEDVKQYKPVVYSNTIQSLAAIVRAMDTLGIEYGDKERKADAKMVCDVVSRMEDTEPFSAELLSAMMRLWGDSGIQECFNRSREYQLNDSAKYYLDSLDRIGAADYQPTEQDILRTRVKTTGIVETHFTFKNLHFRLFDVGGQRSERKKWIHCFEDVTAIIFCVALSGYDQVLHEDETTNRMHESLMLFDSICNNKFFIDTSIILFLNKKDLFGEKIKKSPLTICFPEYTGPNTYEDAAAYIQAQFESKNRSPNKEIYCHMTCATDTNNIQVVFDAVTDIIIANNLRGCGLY
Rac1 wt modul = alters GTP binding to wildtype human Rac1; P63000; GST-Rac1 beads, fluorescent GTP binding, flow cytometry; actives lie on both sides; 0 = cold GTP competed, 100 = untreated; GTP binding activity (% of control), % at 10 µM; hit rate 0.27% among 190,000; AID 757;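 active = GTP binding activity at least 20 points away from the 100% control level, either lower or higher; inconclusive = compound flagged as likely green fluorescent, judged across all proteins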
Cdc42 wt = changes GTP binding to wildtype human Cdc42; P60953; GST-Cdc42 beads, Bodipy-GTP binding, flow cytometry; actives lie on both sides; percent activity (GTP binding), % at 10 µM; hit rate 0.2% among 190,000; AID 761;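 active = percent activity GTP binding at least 20 points away from the 100% baseline, either down as inhibitor or up as activator; inconclusive = compound flagged as likely green fluorescent from well-wide comparison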;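 also: median bead fluorescence of bound Bodipy-FL-GTP at 100 nM; 0% = excess unlabeled GTP control and 100% = no compound control; below 100% means less GTP binding so inhibitor and above means activator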
Target sequence (P60953 whole entry, looked up): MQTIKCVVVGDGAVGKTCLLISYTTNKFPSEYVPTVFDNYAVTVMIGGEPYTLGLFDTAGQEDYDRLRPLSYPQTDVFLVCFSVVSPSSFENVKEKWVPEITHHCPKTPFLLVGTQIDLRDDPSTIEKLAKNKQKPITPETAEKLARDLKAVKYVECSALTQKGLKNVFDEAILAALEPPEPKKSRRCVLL
Rac1 mut GTP = human Rac1 activated mutant GTP binding change; P63000; percent activity (GTP binding), % at 10 µM; GST-Rac1 activated beads, fluorescent GTP binding, flow cytometry; actives lie on both sides; 100% means binding = to untreated wells; hit rate 0.11% among 190,000;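 active = GTP binding at least 20 percentage points away from the 100% baseline, in either direction, so actives lie on both sides; inconclusive = Compound likely fluorescent itself, or too few beads counted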
Mcl1-Bid inh = disrupts binding of human Mcl-1 to Bid peptide; Q07820; TR-FRET Mcl-1/Bid-Dy647 peptide binding, 1536-well; hit rate 0.97% among 220,000; AID 1021; inhibition, % at 21.7 µM;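 active = compounds that cut the binding signal by more than half at the single screening dose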;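 also: His-tagged Mcl-1 with europium anti-His antibody binding Bid BH3 peptide; 0% = Mcl-1 plus peptide wells and 100% = peptide-only wells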
Pf gametocyte = kills late stage P. falciparum gametocytes; hit rate 0.065% among 150,000; inhibition, % at 10.9 µM; P. falciparum stage V gametocytes, ATP luminescence, 24 h;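 active = inhibition above the mean plus 3 SD of compounds within the control limits, set per campaign, cut at about 38% in these data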;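 also: 0% = DMSO wells and 100% = medium only without gametocytes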
Rab7 wt GTP bind = alters GTP binding to wildtype dog Rab7. GST-Rab7 beads, fluorescent GTP binding, flow cytometry; actives lie on both sides; untreated = 100%, excess cold GTP = 0%. GTP binding activity (percent of control), % at 10 µM. hit rate 0.055% among 190,000. AID 758;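 active = fluorescent GTP binding to Rab7 beads changed by at least 20 points from the 100% baseline, either direction, mostly lower; inconclusive = compound itself probably fluorescent, or too few beads counted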;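 also: median green fluorescence of bound Bodipy-FL-GTP per Rab7 bead population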
Numbers without * were called inactive; u = inconclusive; x = no result given.

mol	Mcl1 Noxa PPI	Rab2A wt mod	Mcl-1 Bim block	HRas wt GTP bind	RGS8-Gao	Rac1 wt modul	Cdc42 wt	Rac1 mut GTP	Mcl1-Bid inh	Pf gametocyte	Rab7 wt GTP bind
CSc1ccc(C2c3[nH]c4ccccc4c3CCN2C(=O)c2ccnn2C)cc1 (stereo not given)	-1	97	0	97	82	98	101	97	-20	-16	94
CCOc1ccc(N2C(=O)c3cccnc3C2Nc2ccc(Cl)cc2)cc1 (stereo not given)	5	101	-2	100	97	98	100	97	-7	x	101
CC(=O)c1cccc(NC(=S)NC(=O)Cc2ccccc2)c1	-6	102	0	102	102	96	100	97	-31	-7	106
O=C1N/C(=C/c2ccsc2)C(=O)N1c1ccccc1	6	97	3	95	102	100	95	97	-27	-26	100
CC(=O)Oc1cccc(N2C(=O)C3C(C2=O)C2C=CC3C23CC3)c1 (stereo not given)	10	101	0	100	105	104	99	99	-19	x	98
COc1ccc2c(c1OC)C(=O)N(c1cccc(C)c1)C2=O	-5	101	0	102	101	101	102	101	-11	x	103
Cc1c(O)ccc(NS(=O)(=O)c2ccccc2)c1C	11	94	-2	100	98	99	98	98	-49	15	96
Cc1cc(C(F)(F)F)nn1Cc1n[nH]c(=S)n1-c1ccc(F)cc1	20	103	-6	102	98	106	108	102	-42	-18	102
CNCC(O)Cn1c2c(c3ccccc31)CCCC2 (stereo not given)	17	96	-5	94	95	92	95	94	-30	18	96
O=C1OCC2=C1C(c1ccc(F)cc1)CC(=O)N2c1ccc(F)cc1 (stereo not given)	7	98	8	99	99	97	98	97	-19	x	101
COc1ccc(-n2c(SCC(=O)Nc3nccs3)nnc2-c2ccoc2C)cc1	2	99	-3	96	97	100	98	96	5	x	98
CC(=O)Nc1c(C(=O)O)[nH]c2ccccc12	5	101	-5	100	99	101	101	100	-16	x	99
Oc1c(C(Nc2nc3ccccc3s2)c2ccco2)ccc2cccnc12 (stereo not given)	-33	101	0	101	92	105	101	98	-69	x	102
COc1ccc(C(=O)Nc2nncs2)cc1S(=O)(=O)N1CC(c2ccccc2)CC1=O (stereo not given)	33	92	0	93	103	94	92	92	15	x	91
CCCCc1ccc(-c2csc(/C(C#N)=C\c3ccco3)n2)cc1	-12	97	-3	98	104	102	102	100	-20	-13	99
Cc1cc2nc(C3CCCN(C(=S)Nc4ccccc4)C3)[nH]c2cc1C (stereo not given)	8	101	-9	96	105	100	97	95	-28	x	101
CCOC(=O)c1ccc(NC(=O)CSc2nnc(COc3ccccc3OC)n2CC)cc1	3	93	5	94	103	96	96	94	-4	x	96
O=S(=O)(Nc1nc2ccccc2nc1Nc1ccc2c(c1)OCO2)c1ccc(F)cc1	37	96	-3	94	102	98	98	93	-17	-15	96
N#Cc1c(NC(=O)c2cnccn2)sc2c1CCCC2	48	93	7	95	80	96	97	97	-20	-7	89
O=C(NCCN1CCOCC1)c1ccc2c(c1)N(Cc1ccccc1F)C(=O)CS2	11	96	-2	98	100	95	97	92	-15	14	99
Cc1cc(C)c2nc(SCC(=O)N3CCCCC3)c(C#N)cc2c1	-2	100	0	100	99	103	101	98	-33	-51	99
Fc1ccc(C2CCCN2Cc2nc(Cc3ccccc3)no2)cc1 (stereo not given)	-1	99	-1	99	99	106	101	98	-15	5	101
Cc1ccc(Cn2c(=N)n(CC(=O)c3ccc([N+](=O)[O-])cc3)c3ccccc32)cc1	5	102	3	100	105	105	104	102	-10	-31	102
Cn1cccc1C1NC(=O)c2c(sc3c2CCC(C(C)(C)C)C3)N1 (stereo not given)	-4	95	1	94	99	94	90	93	-7	17	95
CC1=C(C(=O)Nc2ccccc2C)C(c2ccc(C)o2)N2C(=O)CSC2=N1 (stereo not given)	-2	100	0	99	127	101	100	98	-45	x	97
CCc1nc(OCc2ccccc2)c2sc3nc4c(cc3c2n1)COC(C)(C)C4	6	103	-4	101	101	105	104	101	-15	10	101
Cc1cc(C)c(C(=O)COC(=O)c2cccc(S(=O)(=O)NCc3ccccc3)c2)cc1C	4	95	-9	96	103	98	95	94	4	7	96
Cc1cc[n+]2cc(-c3cccc([N+](=O)[O-])c3)c(-c3cccc([N+](=O)[O-])c3)cc2c1	26	99	11	94	104	97	96	93	24	10	90
COc1ccccc1C1(O)CCN(CC(=O)Nc2c(C)nn(C)c2C)CC1	7	99	0	101	131	110	107	102	-16	x	102
O=C(Nc1nnc(-c2ccco2)s1)C1CCN(S(=O)(=O)c2ccc(Cl)cc2)CC1	x	98	2	97	93	99	97	96	x	x	96

Additional records follow:
mol	Mcl1 Noxa PPI	Rab2A wt mod	Mcl-1 Bim block	HRas wt GTP bind	RGS8-Gao	Rac1 wt modul	Cdc42 wt	Rac1 mut GTP	Mcl1-Bid inh	Pf gametocyte	Rab7 wt GTP bind
Cn1cc(C(=O)NCC2COc3ccccc3O2)c(=O)c2cc(S(=O)(=O)N3CCCCC3)ccc21 (stereo not given)	-11	99	-2	98	101	99	99	99	1	x	97
COc1ccc(O)c(CN2CCN(C/C=C/c3ccccc3)CC2)c1	23	95	0	96	105	97	100	94	-19	2	94
CCOC(=O)c1ccc(NC(=S)N(CCCN2CCN(CC)CC2)Cc2cccs2)cc1	10	98	-3	96	95	101	96	98	-21	x	97
CC(C)C(C(=O)OCC(=O)c1ccccc1)N1C(=O)C2C3C=CC(C3)C2C1=O (stereo not given)	19	98	3	97	96	100	97	94	-22	x	102
COc1cccc2c1OC1(C)CC2NC(=O)N1Cc1ccccc1 (stereo not given)	17	101	-3	103	97	103	102	100	-12	x	104
CN(C)CCNC(=O)Nc1ccc(Cl)c(Cl)c1	-2	106	-2	105	102	105	107	101	-12	x	101
Cc1ccc2cc(C#N)c(NCc3ccccc3)nc2c1	4	100	-4	102	103	101	97	95	4	17	104
N#CC(C(=O)NCCc1ccccc1)c1nc2ccccc2nc1N1CCCCC1 (stereo not given)	7	96	1	97	102	94	98	95	-21	x	96
O=C(NCC1c2ccccc2CCN1C(=O)CN1CCOCC1)C1CCCCC1 (stereo not given)	10	104	-3	106	100	107	104	98	-34	x	109
COC(=O)C1CCN(C(=O)NC(C)(C)C)CC1	5	101	0	99	97	99	100	99	1	x	101
CCCN(CCC)c1ccc(C(O)c2nnc(-c3ccccc3)o2)cc1 (stereo not given)	39	97	-2	98	99	99	95	93	-46	x	100
Cc1ccccc1NC(=O)CSc1nc2ccccc2c2nc(CCn3cncc3C)nn12	14	97	-2	98	94	100	99	98	-12	12	94
COc1cccc(-c2nn(-c3ccccc3)cc2CN(C)Cc2ccon2)c1	0	96	-1	96	102	99	97	95	-25	-27	95
CC1CC(C)CN(c2oc(-c3ccco3)nc2C#N)C1 (stereo not given)	1	98	0	97	98	102	100	96	17	7	98
CCCc1cc(=O)[nH]c(SCC(=O)c2cc(C)n(CCC)c2C)n1	22	94	-3	94	101	93	94	93	-41	x	94
COc1ccc(NC(=O)c2ccc3ccccc3n2)cc1S(=O)(=O)Nc1ccccc1Cl	10	96	-1	97	101	99	99	97	-7	-12	93
CCCCn1c(=N)n(CCOc2ccc(C)cc2)c2ccccc21	13	102	-2	104	107	105	107	103	-13	x	102
Clc1ccsc1-c1csc(-c2cccnc2)n1	2	94	0	97	99	98	96	97	1	-15	100
Oc1ccc(N=Cc2sc3ccccc3c2Cl)cc1	1	97	-5	98	88	100	95	93	-21	-16	99
COc1cccc(CNc2ncn[nH]2)c1OCc1ccc(F)cc1	7	98	-1	97	103	94	95	95	-9	-1	97
CCn1c(SCC(=O)Nc2ccccc2)nnc1C1CCCCC1	4	101	-42	101	102	104	104	99	3	x	100
O=C1C(C=NCc2ccco2)=C(O)c2ccccc21	11	94	0	96	87	97	97	97	-50	x	88
O=C(Nc1cccc(NC(=O)c2ccccc2[N+](=O)[O-])n1)c1ccccc1[N+](=O)[O-]	5	101	0	103	107	104	102	99	-14	-23	102
Cc1ccc(OCC(=O)NC(=S)Nc2cccc(NC(=O)c3ccccc3)c2)cc1	13	96	-2	95	97	102	96	97	-21	x	104
CCc1nnc(NC(=O)c2ccc3c(c2)C(=O)N(CC(C)C)C3=O)s1	22	100	-2	100	101	103	101	99	5	-6	99
CC(C)N(C(=S)Nc1cc(S(=O)(=O)N2CCOCC2)ccc1Cl)c1ccccc1	18	101	-4	101	100	103	101	100	-31	-22	99
O=C(CSc1nnnn1C1CCCCC1)N1CCc2ccccc21	-4	100	0	99	100	101	101	98	1	-10	100
COCCNC(=O)C(=O)Nc1cccc(Br)c1	1	101	-4	100	98	99	99	98	3	-128	100
CN1CCc2nc3sc(C(=O)NCc4ccccc4)c(N)c3cc2C1	25	97	-4	98	100	97	97	97	-30	-4	97
CCn1c(-c2sc(-c3ccccc3)nc2C)n[nH]c1=S	36	92	-4	94	99	96	94	90	-13	1	101

The list goes on:
mol	Mcl1 Noxa PPI	Rab2A wt mod	Mcl-1 Bim block	HRas wt GTP bind	RGS8-Gao	Rac1 wt modul	Cdc42 wt	Rac1 mut GTP	Mcl1-Bid inh	Pf gametocyte	Rab7 wt GTP bind
C/C(=N\NC(=O)CSCc1ccc([N+](=O)[O-])cc1)c1ccccc1O	26	96	-1	94	101	100	96	97	-8	3	101
C=CCOc1ccc(CNc2ccc3[nH]c(=O)[nH]c3c2)cc1	15	93	1	93	102	97	91	94	-51	17	93
COc1c(C(=O)Nc2c(C)n(C)n(-c3ccccc3)c2=O)ccc2ccccc12	0	u	0	u	101	u	u	u	-19	x	u
O=[N+]([O-])c1cn(-c2nc(-c3ccco3)cc(C(F)(F)F)n2)cn1	-6	98	-3	98	103	102	96	96	0	x	96
CC(C)c1ccc(CC(NC(=O)c2ccccc2)C(=O)NCC(=O)O)cc1 (stereo not given)	5	99	-2	99	97	95	95	97	-6	12	103
Cc1csc(NC(=O)c2cn3ccccc3n2)n1	-3	99	-1	99	102	97	96	96	-19	18	101
CC(=O)NS(=O)(=O)c1ccc(N=c2ssc3c2-c2cc(C)c(C)cc2NC3(C)C)cc1	17	96	0	99	101	100	96	98	-29	5	99
COC(=O)c1cc(C#N)c(Oc2ccc(OC)cc2)nc1C	-7	99	-4	101	105	101	98	99	-3	24	100
Cc1[nH]nc2c1C(c1cnn(C)c1)C(C#N)=C(N)O2 (stereo not given)	5	94	21	94	107	94	95	96	-50	-4	101
O=Cc1cn(CCC(=O)O)nc1-c1cccc2ccccc12	-4	98	-4	98	101	102	102	100	12	7	92
O=[N+]([O-])c1cccc(-n2nnnc2CN2CCCCCC2)c1	25	104	2	105	101	105	103	102	-20	x	104

High-throughput results deposited in PubChem BioAssay by several laboratories.
